tuberculosis growth – growth inhibition of non-replicating M. tuberculosis (AID 488890); one-dose inhibition, % at 25 µM; IC50 in µM for titrated hits; actives 0.39% (n = 320,000); Mycobacterium tuberculosis non-replicating, growth inhibition; higher % means a stronger effect; in the data active means a potency from the dose series; inconclusive means inhibition mostly from about 82% at the one dose, without a potency; inactive means the rest, 99 in 100 with inhibition below about 76%;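 further: plate controls were DMSO cells for no effect and high antibiotic wells for full effect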
H1N1 NS1A inhibition – H1N1 influenza NS1A inhibitors, functional cell based assay (AID 504329). actives 0.3% (n = 340,000). NS1A functional cell-based assay, percent inhibition; higher % means a stronger effect. inhibition, % at 12.5 µM, or IC50 in µM where a hit was titrated; in the data active means a potency from the dose series; inconclusive means inhibition above about 27% without an active follow-up result; further: strong numbers were not always called active
H37Rv inhibition – M. tuberculosis growth inhibition, HTS (AID 449762). M. tuberculosis H37Rv growth inhibition, 7H9 media; higher % means a stronger effect. one-dose inhibition, % at 25 µM; IC50 in µM for titrated hits. actives 0.59% (n = 330,000); in the data active means a potency from the dose series; inconclusive means inhibition above about 70% without an active follow-up result;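 further: bacterial growth assessed after seven days of incubation; strong numbers were not always called active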
VEEV TC-83 Vero – inhibitors of VEEV TC-83 cytopathic effect, confirmation, Vero cells (AID 588727) | inhibition, % at 20 µM, or IC50 in µM where a hit was titrated | Vero cells, VEEV TC-83 cytopathic effect inhibition; higher % means a stronger effect | actives 0.13% (n = 350,000); in the data active means a potency from the dose series; inconclusive means inhibition mostly from about 14% at the one dose, without a potency; inactive means the rest, 99 in 100 with inhibition below about 12%; further: strong numbers were not always called active
PhoP GFP inhibition – PhoP regulon inhibitors, Salmonella typhi PhoP promoter GFP reporter, confirmatory (AID 1850); inhibition, % at 50 µM, or IC50 in µM where a hit was titrated; actives 0.33% (n = 310,000); Salmonella Typhi PhoP-promoter GFP reporter, fluorescence, 4 h; higher % means a stronger effect; in the data active means a potency from the dose series; inconclusive means inhibition mostly from about 25% at the one dose, without a potency; inactive means the rest, 99 in 100 with inhibition below about 19%;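 further: 0% = induced wells with vehicle and 100% = uninduced wells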
VEEV TC-83 Vero 10K pilot screen – second read-out of VEEV TC-83 Vero, no call of its own (marks repeat the call); inhibition, %; measured here: 10K pilot screen inhibition
Numbers without * were called inactive; i = inactive; ? = inconclusive; nt = no result given; & = joins results of further samples.

SMILES	tuberculosis growth	H1N1 NS1A inhibition	H37Rv inhibition	VEEV TC-83 Vero	PhoP GFP inhibition	others
CCn1c(SCC(=O)NNC(=O)c2ccccc2)nnc1-c1ccco1	-12%	-11%	1%	2.4%	-1%
CCO[C@H]1OC(C(=O)NCc2ccccc2)=C[C@@H](C(C)(C)C)[C@@H]1CCCO	-1%	-3%	-2%	i	-4%
CNC(=O)NC(=O)C(C)Oc1ccccc1F (stereo not drawn)	0%	-3%	5%	0.8%	6%
CCC(Sc1nc2ccccc2[nH]1)C(=O)Nc1ccc(NC(C)=O)cc1 (stereo not drawn)	7%	-11%	13%	1.4%	-3%
O=c1[nH][nH]c(-c2ccccc2O)c1C(C[N+](=O)[O-])c1cccc(Cl)c1 (stereo not drawn)	94%	-4%	75µM*	2.5%	5%
Cc1ccc(/C=c2\sc3n(c2=O)CN(c2cccc(Br)c2)CN=3)o1	8%	5%	8%	1.8%	-3%
CCOC(=O)C1=C(CBr)NC(=O)NC1C (stereo not drawn)	4%	3%	-7%	1.4%	-19%
Cc1oc(S(=O)(=O)N2CCCCC2)cc1NC(=O)Nc1ccc(F)cc1	-4%	-23%	-6%	0.3%	-16%
O=C(NCCc1ccccc1)C1CCN(S(=O)(=O)c2cccc3nonc23)CC1	20%	-2%	8%	0.8%	2%
COc1ccc(/C=N/NC(=S)N[C@H]2CC3CCC2C3)cc1 (stereo partly drawn)	-38%	nt	1%	0.5%	-9%
CN(C)c1ccc(/C=C/c2nc3ccccc3c(=O)n2-c2ccc(C(=O)O)cc2)cc1	-3%	-25%	1%	9.2%	2%
O=C(CCNC(=O)c1ccco1)Nc1ccc(OC(F)(F)F)cc1	12%	-3%	-18%	1.0%	8%
N#CC1=C(N)NC(=S)C(C(N)=O)C1c1ccccc1F (stereo not drawn)	40%	1%	-10%	0.7%	-6%
Cn1c(=O)c([N+](=O)[O-])c(N2CCSCC2)c2ccccc21	0%	-4%	-10%	3.8%	-7%
Cc1cc2n(n1)C(c1cn(-c3ccccc3)nc1C)Nc1c(C)cccc1-2 (stereo not drawn)	8%	4%	-4%	2.2%	3%

By substructure: the compounds so far containing an NH in an aromatic ring
SMILES	tuberculosis growth	H1N1 NS1A inhibition	H37Rv inhibition	VEEV TC-83 Vero	PhoP GFP inhibition	others
CCC(Sc1nc2ccccc2[nH]1)C(=O)Nc1ccc(NC(C)=O)cc1 (stereo not drawn)	7%	-11%	13%	1.4%	-3%
O=c1[nH][nH]c(-c2ccccc2O)c1C(C[N+](=O)[O-])c1cccc(Cl)c1 (stereo not drawn)	94%	-4%	75µM*	2.5%	5%

Remaining list, next part:
SMILES	tuberculosis growth	H1N1 NS1A inhibition	H37Rv inhibition	VEEV TC-83 Vero	PhoP GFP inhibition	others
COc1cccc(NC(=O)NNC(=O)C(C)Oc2ccc3ccccc3c2)c1 (stereo not drawn)	-13%	-1%	-9%	1.7%	-5%
Cc1ccsc1C(=O)Nc1ccccc1N1CCCC1	30%	6%	46%	0.5%	-1%
Brc1ccc(-c2nnc3sc(CNCc4ccc5c(c4)OCO5)cn23)cc1	-7%	-4%	-4%	i	-9%
CCc1cc(=O)oc2cc(C)c(CN3CCCC(C)C3)c(O)c12 (stereo not drawn)	11%	2%	5%	0.2%	12%
CCOCCCNC(=O)c1ccc2c(c1)ncn2-c1ccccc1OC	0%	3%	0%	i	4%
CCOCCCn1c(SC(C)C(=O)NCC2CCCO2)nc2sc(C)c(C)c2c1=O (stereo not drawn)	5%	-7%	-6%	0.9%	nt
O=C(CCCOc1ccc(Cl)cc1)NC1CCCCC1	?	26%	9%	i	-6%
C[C@@H](C(=O)NCCc1ccc(F)cc1)N1C(=O)N2CCc3c([nH]c4ccccc34)[C@@]2(C)C1=O	7%	5%	-2%	2.8%	11%
Oc1ccc(/C=N/Nc2nc(-c3ccccc3F)nc3ccccc23)c(O)c1	9%	-2%	14%	?	17%
O=C(O)CSc1nnc(COc2cccc3ccccc23)o1	8%	-11%	4%	0.8%	-2%
COc1cccc(NC2c3ccccc3C(=O)N2Cc2ccccc2Cl)c1 (stereo not drawn)	27%	-12%	-3%	1.8%	10%
COc1ccc(C)cc1NC(=O)c1ccc(NC(=O)CC2SC(N3CCCC3)=NC2=O)cc1 (stereo not drawn)	2%	15%	2%	8.8%	-5%&-3%
c1ccc(-c2cn(-c3ccccc3)c3[n+]2CCS3)cc1	0%	2%	8%	i	-19%
CC(OC(=O)CNC(=O)c1ccco1)C(=O)N(C)c1ccccc1 (stereo not drawn)	2%	-19%	-4%	1.5%	-7%
COc1ccc(CCn2c(C)cc(C(=O)COC(=O)c3cnccn3)c2C)cc1	24%	3%	-1%	0.8%	-7%
COc1cc(N=Cc2c(O)[nH]c3ccccc23)cc(OC)c1OC	12%	9%	-2%	8.4%	-8%
COc1ccc(OC)c(C(=O)N(C)C2CCCN(Cc3ccccc3F)C2)c1 (stereo not drawn)	9%	3%	-2%	3.1%	-4%
COc1cccc(NC(=S)N2CCN(S(=O)(=O)c3ccccc3)CC2)c1	-3%	5%	1%	7.6%	-5%
CC(C)Cn1c(Br)nc2c1c(=O)n(CCC#N)c(=O)n2C	-1%	-1%	-6%	0.0%	3%
CC1CCN(c2cc(Br)c([N+](=O)[O-])cc2F)CC1	42%	2%	6%	1.8%	1%
COC(=O)C1=C(c2ccc(C(C)=O)cc2)C[C@@H]2CC[C@H]1N2C(=O)NCCNC(C)=O	-9%	-7%	-7%	1.8%	nt
CCc1ccc(CN2CCN(Cc3ccc(SC)cc3)CC2)cc1	54%	nt	-5%	i	6%
COc1cccc(C=NNc2ccc([N+](=O)[O-])cn2)c1OC	nt	8%	nt	i	nt
Cc1ccc(NC(=O)C(C)C(=O)Nc2ccc(C)cc2)cc1	-5%	nt	-3%	0.2%	4%
O=C(O)CSc1c2c(nc3cc(C(=O)N4CCOCC4)ccc13)CCCC2	27%	-11%	-5%	i	-1%
CCOC(=O)c1sc(N(Cc2ccccc2)C(=O)CN2C(=O)CN(C)C2=O)nc1C	14%	-3%	5%	3.7%	6%
CN(Cc1ccco1)c1ncnc2ccc(-c3ccc4c(c3)OCO4)cc12	-15%	-2%	?	5.2%	nt	VEEV TC-83 Vero 10K pilot screen=7.0
COc1ccc(NC(=O)COC(=O)c2cccc(S(=O)(=O)N(C)C)c2)cc1	nt	4%	nt	2.3%	nt
COc1ccc(-c2nn(-c3ccccc3)cc2C(=O)NC(=S)Nc2cc(Cl)ccc2Cl)cc1	6%	12%	-5%	0.4%	3%
CC(C)=C(NC(=O)c1ccccc1)C(=O)Nc1cccc(C)c1	3%	-2%	-4%	i	-5%

Molecules from the list above containing two or more sulfur atoms (two):
SMILES	tuberculosis growth	H1N1 NS1A inhibition	H37Rv inhibition	VEEV TC-83 Vero	PhoP GFP inhibition	others
CCOCCCn1c(SC(C)C(=O)NCC2CCCO2)nc2sc(C)c(C)c2c1=O (stereo not drawn)	5%	-7%	-6%	0.9%	nt
COc1cccc(NC(=S)N2CCN(S(=O)(=O)c3ccccc3)CC2)c1	-3%	5%	1%	7.6%	-5%

More entries.
SMILES	tuberculosis growth	H1N1 NS1A inhibition	H37Rv inhibition	VEEV TC-83 Vero	PhoP GFP inhibition	others
CCCc1cc(Nc2cccc(OC)c2)n2ncnc2n1	16%	7%	-6%	2.4%	-1%	VEEV TC-83 Vero 10K pilot screen=4.0
O=C(CN(Cc1ccccc1)S(=O)(=O)c1ccccc1)NC1CC1	3%	0%	9%	i	0%
COc1ccc(CCN(C)Cc2ccc(F)cc2F)cc1OC	9%	3%	17%	0.7%	-3%
COc1ccc(S(=O)(=O)N2CCC(C(=O)N3CCOCC3)CC2)cc1Cl	-4%	-22%	4%	0.1%	-3%
CN(C)S(=O)(=O)c1cc(NC(=O)COC(=O)c2nc(Cl)ccc2Cl)ccc1Cl	-3%	3%	-8%	0.3%	nt
CC1(C)CC2CC(C)(CN2S(=O)(=O)c2ccc(F)cc2F)C1 (stereo not drawn)	6%	-4%	1%	i	nt
O=C(Nc1cccc(C(F)(F)F)c1)Nc1ccc2[nH]c(=O)[nH]c2c1	-1%	-2%	3%	2.7%	-1%
COc1cc(C)c(Cl)cc1S(=O)(=O)N(C)C	-10%	-87%	-9%	0.5%	0%
C=CCC1(NCc2ccco2)CCN(CC)CC1	18%	5%	2%	i	-5%	VEEV TC-83 Vero 10K pilot screen=0.0
CC(C)(C)c1ccc(C(=O)N/C(=C\c2cccs2)C(=O)N2CCOCC2)cc1	36%	9%	4%	0.8%	4%
CCC(CC)C(=O)NCc1ccc(OC)cc1	-2%	-7%	-4%	i	23%
COc1ccc(NC(=O)Cn2ncn3nc(-c4ccc(OC)cc4)cc3c2=O)cc1	1%	-3%	0%	i	-1%
CCCCn1c(N)c(N(CC(C)C)C(=O)c2ccc(S(=O)(=O)N3CCCCC3)cc2)c(=O)[nH]c1=O	21%	-6%	-7%	1.8%	8%
Cc1ccc(NC(=O)c2cccs2)cc1NC(=O)c1ccccc1Cl	-23%	2%	4%	i	3%
O=C(OCn1ncc(Cl)c(Cl)c1=O)c1ccc(C(F)(F)F)cc1	nt	1%	nt	2.1%	nt
CC1CC(C)(C)NC(=S)N1CCC(=O)NCc1ccc(F)cc1 (stereo not drawn)	-4%	-11%	-1%	0.1%	-3%
Cn1cccc1/C=N/NC(=O)c1ccco1	83%	-13%	1%	i	-4%
O=C(Nc1ccc(Br)cc1)C1C2C=CC3(O2)C1C(=O)N(CCN1CCOCC1)C3C(=O)NC1CCCCC1 (stereo not drawn)	0%	-8%	-3%	i	-6%
COc1ccccc1NC(=O)CN1CCN(CC(=O)Nc2cc(C)ccc2OC)CC1	nt	20%	nt	0.7%	nt
COc1ccc(C2(CN(C(C)=O)C(C)=O)CCCC2)cc1OC	-7%	-5%	-5%	1.0%	4%
COc1ccc(-c2cn3cccnc3n2)cc1F	-5%	-7%	-7%	3.2%	1%
CC1CN(S(=O)(=O)c2cccc(C(=O)OCC(=O)Nc3ccc4c(c3)OCO4)c2)CC(C)O1 (stereo not drawn)	-14%	8%	?	i	-3%
CC(C)(C)NCC(O)c1cc(Cl)c(N)c(Cl)c1 (stereo not drawn)	-16%	-3%	-4%	0.1%	-10%&2%
CCn1cc(CN2CCCC(C(=O)Nc3cccc(-c4cc5ccccc5[nH]4)c3)C2)c(C)n1 (stereo not drawn)	14%	16%	1%	21%	-5%
CC(C)N=C(Nc1cccnc1)c1ccccc1	-10%	-4%	-9%	i	7%
CCCCN1C2=C(C(=O)CCC2)C(c2ccc(Cl)c(Cl)c2)C2=C1c1ccccc1C2=O (stereo not drawn)	16%	2%	6%	3.4%	-1%
COc1cc2c(cc1OC)CN(C(=O)Nc1ccccc1)CC2	13%	3%	0%	0.9%	-2%
COCCN(C(=O)COC(=O)/C(=C/c1ccccc1)NC(C)=O)c1c(N)n(Cc2ccccc2)c(=O)[nH]c1=O	-10%	3%	1%	1.5%	-3%
Cc1ccccc1C(=O)N1CCN(c2ccc(NC(=O)c3ccc4c(c3)OCO4)cc2)CC1	18%	0%	-1%	11%	1%
CN(C)C(=O)c1ccc(Nc2ncnc3sc4c(c23)CCCCC4)cc1	3%	2%	6%	9.3%	3%
Cc1nc2c(N=Nc3ccccc3F)c(N)nn2c(N)c1C#N	-3%	-3%	0%	1.2%	5%

Some of these compounds in order of SMILES length, falling.
SMILES	tuberculosis growth	H1N1 NS1A inhibition	H37Rv inhibition	VEEV TC-83 Vero	PhoP GFP inhibition	others
COCCN(C(=O)COC(=O)/C(=C/c1ccccc1)NC(C)=O)c1c(N)n(Cc2ccccc2)c(=O)[nH]c1=O	-10%	3%	1%	1.5%	-3%
CC(C)(C)NCC(O)c1cc(Cl)c(N)c(Cl)c1 (stereo not drawn)	-16%	-3%	-4%	0.1%	-10%&2%
CC(C)N=C(Nc1cccnc1)c1ccccc1	-10%	-4%	-9%	i	7%

Bioassay records: PubChem, Southern Research Specialized Biocontainment Screening Center
